# NALP3 yeast inh = NALP3 inflammasome inhibitors in reconstituted yeast, primary screen, luminescence, uHTS; Yeast reconstituted NLRP3/ASC/caspase-1, beta-gal luminescence, 24 h; inhibition, % at 10 µM; hit rate 0.39% among 330,000; AID 2825, 2010;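 active = inhibition of 50% or more; inactive = inhibition below 50%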;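 also: plate controls were induced DMSO wells for no effect and uninduced yeast grown without galactose for full effect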
# MIN6 prolif = inducers of MIN6 beta-cell proliferation, primary screen, ATP luminescence, uHTS | MIN6 cells proliferation, ATPlite luminescence, 48 h; cells starved in 0.2% serum; 100% = growth in 10% serum | proliferation, % at 10 µM | hit rate 0.29% among 330,000 | AID 2380, 2010;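 active = compounds whose signal lies at least 3.5 SD above the mean of all wells on their plate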;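 also: 0% = DMSO-treated cells in low-serum medium and 100% = 10% serum control; some compounds called inactive have numbers as strong as hits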
# tim10-1 inh = growth inhibitors of tim10-1 mutant yeast, primary screen, luminescence, uHTS; S. cerevisiae tim10-1 ts strain growth, BacTiter-Glo, 24 h; inhibition, % at 20 µM; hit rate 2.2% among 330,000;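 active = inhibition of at least 40%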;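 also: mutant grown at 25 °C; 0% = DMSO wells with yeast and 100% = wells holding no yeast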
# APJ antag = antagonists of human apelin receptor APJ, primary screen, CHO-K1 cells, beta-arrestin complementation, luminescence; P35414; inhibition, % at 20 µM; hit rate 0.32% among 330,000;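 active = inhibition above about 40% at 20 µM, limit read from the data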;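 also: cells challenged with 10 nM apelin-13 agonist together with compound; plate controls were apelin-13 plus DMSO wells for no effect and DMSO wells lacking apelin-13 for full effect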
# Target sequence (P35414 whole entry, looked up): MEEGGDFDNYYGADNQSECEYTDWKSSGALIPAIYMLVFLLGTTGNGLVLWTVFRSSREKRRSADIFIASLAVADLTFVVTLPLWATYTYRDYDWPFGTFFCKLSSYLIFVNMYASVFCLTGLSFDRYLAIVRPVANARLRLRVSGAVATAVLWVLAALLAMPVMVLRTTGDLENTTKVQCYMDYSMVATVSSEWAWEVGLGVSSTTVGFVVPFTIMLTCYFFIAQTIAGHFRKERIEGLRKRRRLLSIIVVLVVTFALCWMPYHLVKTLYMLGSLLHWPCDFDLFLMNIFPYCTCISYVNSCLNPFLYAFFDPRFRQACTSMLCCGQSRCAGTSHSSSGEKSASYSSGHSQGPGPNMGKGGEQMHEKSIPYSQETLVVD
# APJ ag = agonists of human apelin receptor APJ, primary screen, CHO-K1 cells, PathHunter beta-arrestin, luminescence | P35414 | activation, % at 20 µM | 0% DMSO wells, 100% apelin | AID 2520, 2010 | hit rate 0.11% among 330,000;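 active = activation more than six SD over the plate average, tested at 20 µM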;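 also: 0% = DMSO alone and 100% = apelin-13 at 10 nM; some results filed as inactive read as strong as hits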
#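 Material: engineered CHO-K1 APJ arrestin reporter cells; amount: 1000 CHO-K1 reporter cells seeded per well; incubation: compound stimulation 90 min at 25 °C, detection 60 min; signal: luminescent beta-gal fragment complementation, chemiluminescent substrate; read-out basis: APJ agonist activity; controls: DMSO-only wells as negative, 10 nM Apelin-13 as positive control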
# tim23-1 inh = growth inhibitors of tim23-1 mutant yeast, primary screen, luminescence, uHTS; S. cerevisiae tim23-1 growth, BacTiter-Glo luminescence, 24 h; inhibition, % at 20 µM; hit rate 1.3% among 330,000; AID 463212, 2010;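 active = growth inhibition of the mutant yeast at or above 50%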;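 also: temperature-sensitive mutant grown at 25 °C; plate controls were DMSO-treated mutant yeast for no effect and medium wells lacking yeast for full effect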
# TIM10 inh = growth inhibitors of isogenic TIM10 control yeast, primary screen, counter-screen for tim10-1 yeast inhibitor project, luminescence, uHTS; S. cerevisiae TIM10 strain growth, BacTiter-Glo luminescence, 24 h; inhibition, % at 10 µM; hit rate 1.4% among 330,000; AID 463195, 2010;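 active = inhibition of 40% or more at the single tested concentration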;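 also: wild-type TIM10 isogenic control strain grown at permissive 25 °C; 0% = DMSO yeast wells and 100% = minimal medium wells without yeast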
# MPTP inh = mitochondrial permeability transition pore inhibitors, primary screen, biochemical, isolated mouse mitochondria, absorbance | Ca2+ swelling absorbance, 30 min | inhibition, % at 10 µM | hit rate 1.4% among 360,000;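 active = inhibition of 50% or more, scaled per plate between neutral and stimulator controls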;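 also: 0% = DMSO wells given calcium and 100% = 1 mM EGTA wells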
# GRIN3A LBD mod = binders of NR3A ligand-binding domain, primary screen, biophysical, differential scanning fluorimetry, uHTS; Glutamate receptor ionotropic, NMDA 3A (GRIN3A) ligand-binding domain; NR3A LBD differential scanning fluorimetry, Tm shift; 0% = protein alone, 100% = glycine-bound protein; Tm shift relative to glycine control, % at 25 µM; hit rate 2.5% among 340,000;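 active = melting temperature shift of at least 10% of the positive control shift, at one fixed dose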
# Active calls of the source: *; x = not tested or not shown.
1. Cc1ccc(S(=O)(=O)CCC(=O)OC(C)C(=O)NC2CCCCC2C)cc1 (stereo not given)
2. Cc1cc(Oc2ccc(Cl)cc2)nc(-c2ccccc2O)n1
3. O=C(NC1CCCCC1)C(=S)NCCc1ccccc1
4. Cc1cccc(OCc2nnc(SCC(=O)O)n2-c2ccccc2)c1
5. CN(C)CC(C)(C)CNS(=O)(=O)c1ccc(Cl)cc1
6. CC(C)(C)c1ccc(S(=O)(=O)N2CC(C(=O)O)Oc3ccc(Cl)cc32)cc1 (stereo not given)
7. COc1cc(C(=O)OCC#N)ccc1OCc1c(C)noc1C
8. CC1(C)Oc2ccc3ccc(=O)oc3c2/C(=C/NNC(N)=O)C1=O
9. CCOCCCNC(=O)c1ccc2c(=O)n(Cc3ccc(OC)cc3)c(=O)[nH]c2c1
10. CC(C)OCCCNC(=O)c1ccc(CS(=O)(=O)c2cccc(C(F)(F)F)c2)o1

assay / compound	1	2	3	4	5	6	7	8	9	10
NALP3 yeast inh	0	14	15	11	3	8	0	16	-2	3
MIN6 prolif	2	-2	-1	-3	-3	-3	-1	-1	1	-3
tim10-1 inh	27	10	7	10	8	6	8	-5	7	8
APJ antag	-3	2	15	-13	-2	0	-4	50*	-12	4
APJ ag	-6	-1	-1	-3	1	-1	-4	-10	-1	0
tim23-1 inh	16	10	-1	-7	2	11	9	0	7	14
TIM10 inh	15	11	18	-9	5	13	-10	-9	9	3
MPTP inh	-0.2	4.8	-2.3	0.2	0.6	2.6	-0.7	-0.3	2.4	0.2
GRIN3A LBD mod	-1	3	1	0	0	-4	-2	3	2	2

11. O=[N+]([O-])c1ccc(OCCn2cncn2)cc1
12. CCOC(=O)C(CCCOc1ccc(C(C)CC)cc1)C(=O)OCC (stereo not given)
13. CC(OC(=O)c1cccc(NS(C)(=O)=O)c1)C(=O)Nc1ccc2c(c1)OCO2 (stereo not given)
14. O=c1nc(N2CCOCC2)ccn1-c1nc(-c2ccccc2)sc1-c1ccccc1
15. CSS(=O)(=O)c1cccc2cccnc12
16. CCc1noc(C)c1C(=O)N1CCN(S(=O)(=O)c2ccc(Br)cc2)CC1
17. CCOc1nc(C)nc(NC(=O)NS(=O)(=O)c2ccccc2Cl)n1
18. Cc1ccc2nc(COc3ccc(N(C)S(=O)(=O)c4ccccc4)cc3)cc(=O)n2c1
19. CC(C)n1c(-c2ccccc2)nc(=S)c2c1CCCC2
20. O=C(NNC(=O)c1cc(-c2cccc(Br)c2)nc2ccccc12)c1csc(N2CCOCC2)n1

assay / compound	11	12	13	14	15	16	17	18	19	20
NALP3 yeast inh	11	1	15	13	6	13	6	11	16	9
MIN6 prolif	-1	-1	-2	-4	0	-3	-2	-2	-1	-3
tim10-1 inh	0	18	7	10	8	3	16	12	6	0
APJ antag	16	12	4	9	3	-46	-4	-18	12	-32
APJ ag	-5	-3	-1	-1	-2	4	0	-2	-2	0
tim23-1 inh	9	2	15	8	12	13	17	0	2	14
TIM10 inh	7	-19	15	-6	16	12	4	-8	-11	10
MPTP inh	-0.7	-1.3	-2.4	0.5	3.4	0.0	-1.2	3.7	x	-0.1
GRIN3A LBD mod	-1	1	2	-4	1	0	0	0	x	-3

21. N#CCCN(C(=S)NC(=O)C1CCCCC1)c1ccccc1F
22. CCc1cc(Cn2nc(-c3ccccc3)cc2C(=O)NCc2ccccc2OC)on1
23. CCOC(=O)C(=CNc1cc(C)ccn1)C(=O)OCC
24. O=C(NC1CCCC1)c1csc2c1CCCC2
25. N#CCc1nn(-c2ccccc2)c(N)c1C#N
26. COc1ccccc1-c1nnc(SCC(=O)Nc2ccccc2)o1
27. COc1ccc(S(=O)(=O)CCc2nnc(NC(=O)c3ccc(F)cc3)s2)cc1
28. Cc1ccc(C(=O)OC(C)C(=O)Nc2ccc(Cl)cn2)s1 (stereo not given)
29. COc1cccc(NC(=O)N2CCCC2C(=O)NC2CCCCC2)c1 (stereo not given)
30. COC(=O)C1=C(CS(=O)(=O)c2ccccc2)NC(=O)NC1c1ccc(O)cc1 (stereo not given)

assay / compound	21	22	23	24	25	26	27	28	29	30
NALP3 yeast inh	8	7	26	16	11	32	18	-18	15	-12
MIN6 prolif	-1	-7	-2	-2	-1	-2	-3	0	0	-1
tim10-1 inh	1	14	-10	4	-5	21	-17	32	3	-14
APJ antag	3	-2	2	-1	-27	15	9	26	8	-4
APJ ag	-4	-5	-4	-3	-3	-4	1	-4	4	2
tim23-1 inh	4	23	14	-7	3	6	-15	34	-8	-9
TIM10 inh	-3	14	-16	6	-8	3	0	14	2	2
MPTP inh	-1.1	0.4	-0.3	0.0	2.1	0.5	4.2	0.7	-0.2	-1.3
GRIN3A LBD mod	0	-8	-1	2	0	-1	0	0	-3	1

# Limited to tim10-1 inh and MPTP inh, for some of the entries so far:
cpd | Structure | tim10-1 inh | MPTP inh
18 | Cc1ccc2nc(COc3ccc(N(C)S(=O)(=O)c4ccccc4)cc3)cc(=O)n2c1 | 12 | 3.7
11 | O=[N+]([O-])c1ccc(OCCn2cncn2)cc1 | 0 | -0.7
13 | CC(OC(=O)c1cccc(NS(C)(=O)=O)c1)C(=O)Nc1ccc2c(c1)OCO2 (stereo not given) | 7 | -2.4
15 | CSS(=O)(=O)c1cccc2cccnc12 | 8 | 3.4
23 | CCOC(=O)C(=CNc1cc(C)ccn1)C(=O)OCC | -10 | -0.3
5 | CN(C)CC(C)(C)CNS(=O)(=O)c1ccc(Cl)cc1 | 8 | 0.6

# Continued.
31. Cc1ccc(SC[C@H](Cc2ccccc2)N2CCN(CCc3ccccc3)CCC2=O)cc1
32. O=S(=O)(NCC1CCCO1)c1ccc(Cl)nc1 (stereo not given)
33. O=C(Nc1ccc(F)c(Cl)c1)C1CCCN(C2=NS(=O)(=O)c3ccccc32)C1 (stereo not given)
34. COc1ccc(C(=O)OCC2CC(c3ccccc3)=NO2)cc1OC (stereo not given)
35. COc1cccc(C(=O)OCC(=O)N2CCc3ccccc3C2)c1OC
36. Cc1cccc(C)c1NC(=O)C1C2C=CC(C2)C1C(=O)O (stereo not given)
37. CCN(CC)CCn1c(O)c(N=O)c2ccccc21
38. O=C(NCC(c1cccnc1)N1CCN(c2ccc(F)cc2)CC1)OCc1ccccc1 (stereo not given)
39. Cc1nc(C)c(-c2ccc(SCc3ccc([N+](=O)[O-])cc3)nn2)s1
40. Cc1cc(=O)[nH]c(SCC(=O)Nc2ccc3c(c2)CCC3)c1C#N

assay / compound	31	32	33	34	35	36	37	38	39	40
NALP3 yeast inh	20	16	17	32	-2	15	-1	15	15	17
MIN6 prolif	-8	0	1	-2	3	1	-1	2	-5	0
tim10-1 inh	17	-17	-3	2	-29	0	9	-36	33	6
APJ antag	5	-1	-45	1	1	-3	6	-1	-23	2
APJ ag	-8	-4	-2	-1	-4	0	1	1	-2	-4
tim23-1 inh	15	7	12	-2	-5	-7	-2	-19	21	12
TIM10 inh	26	12	-4	-5	3	-5	-15	0	3	-3
MPTP inh	0.3	0.2	0.4	-0.9	0.5	0.3	-2.8	-7.9	-1.3	42
GRIN3A LBD mod	19*	0	-7	1	1	0	2	1	1	-13

41. CCOC(=O)c1c(C)[nH]c(C)c1C(=O)CSc1nc2ccccc2c(=O)n1-c1ccc(C)cc1
42. S=C(NCCNC(=S)Nc1ccccc1Cl)Nc1ccccc1Cl
43. CCOC(=O)C1CCN(C(=O)c2cccc(S(=O)(=O)Nc3ccc(C)cc3C)c2)CC1
44. COc1cc2cc(CCCOC(=O)c3cccc(Br)c3)oc(=O)c2cc1OC
45. O=C(Cn1cnc2cc([N+](=O)[O-])ccc2c1=O)Nc1ccc2c(c1)CCC2
46. CCOC(=O)c1csc(NC(=O)CN2CCCCC2)n1
47. Cc1nn(-c2ccccc2)c2c1c(C)c(CCC(=O)N1CCOCC1)c(=O)n2C
48. Cc1ccc(-c2cc(-c3ccccc3)nc(N/N=C/c3cccnc3)n2)cc1
49. Cn1c(C(=O)OC(C(=O)NC(C)(C)C)c2cccnc2)cc2sccc21 (stereo not given)
50. CCOC(=O)c1cnn(-c2ncnc3sc4c(c23)CCC4)c1N

assay / compound	41	42	43	44	45	46	47	48	49	50
NALP3 yeast inh	6	-17	3	13	7	14	24	21	14	15
MIN6 prolif	-3	-1	1	2	-1	1	-1	-6	-2	-1
tim10-1 inh	29	1	-2	15	-1	-4	41*	44*	22	8
APJ antag	-20	-6	-26	-2	-33	15	11	-3	6	-3
APJ ag	-1	-2	-2	-1	5	-2	4	10	-1	-6
tim23-1 inh	30	6	13	18	17	2	31	16	19	14
TIM10 inh	31	-7	-4	-8	-3	8	12	16	13	5
MPTP inh	-0.8	2.9	-0.9	-1.3	-5.4	-0.4	-1.7	1.5	-0.8	1.0
GRIN3A LBD mod	0	-15	0	-1	0	1	-7	-6	2	-1

# Given with values under each structure: entries from further up.
# Below each SMILES: NALP3 yeast inh	MIN6 prolif	tim10-1 inh	APJ antag	APJ ag	tim23-1 inh	TIM10 inh	MPTP inh	GRIN3A LBD mod
44: COc1cc2cc(CCCOC(=O)c3cccc(Br)c3)oc(=O)c2cc1OC
    13	2	15	-2	-1	18	-8	-1.3	-1
45: O=C(Cn1cnc2cc([N+](=O)[O-])ccc2c1=O)Nc1ccc2c(c1)CCC2
    7	-1	-1	-33	5	17	-3	-5.4	0

# Going on with the list:
51. NNC(=O)c1ccccc1CO
52. Cc1nc(SCc2cccc(Oc3ccccc3)c2)n[nH]1
53. Cn1c(/C=C/c2ccccc2)nc2ccccc2c1=O
54. COCCCn1cc(C(=O)c2cc(Br)ccc2O)cc(C#N)c1=O
55. CCCC1Cc2nc(N3CCCCC3)c(C#N)cc2CO1 (stereo not given)
56. CCC(=O)Nc1c2c(nn1-c1cccc(Cl)c1)CSC2
57. Cc1nc(-c2nc(-c3c(C(=O)NN)noc3C)cs2)cs1
58. Cc1ccc(CNC(=O)Cc2ccc(-n3cccc3)cc2)cc1
59. COC(=O)c1c(C)[nH]c(C)c1C(C)=O
60. Cc1cccc(NCc2nc3ccccc3n2C)c1
61. O=C(Cn1cc([N+](=O)[O-])cn1)N1CCc2ccccc21

assay / compound	51	52	53	54	55	56	57	58	59	60	61
NALP3 yeast inh	14	-12	32	0	-6	5	12	14	12	32	5
MIN6 prolif	-3	-2	-2	-1	-2	-4	5	1	-2	1	-2
tim10-1 inh	12	11	31	-6	14	37	27	4	-6	25	6
APJ antag	-68	4	21	-15	9	-1	-7	-6	24	1	-2
APJ ag	-3	-5	-2	0	1	-1	-1	-2	-4	-1	-2
tim23-1 inh	6	12	24	5	23	22	13	-12	6	13	8
TIM10 inh	-1	12	-16	-1	18	7	6	-2	6	-12	-5
MPTP inh	x	-1.3	0.5	-0.9	0.3	-0.7	1.0	0.7	-1.4	0.0	0.3
GRIN3A LBD mod	-1	-2	-5	3	1	-4	0	2	-4	-4	0

# High-throughput results deposited in PubChem BioAssay by Sanford-Burnham Center for Chemical Genomics.
